Compound activity: PubChem, several laboratories
CIT2 TOR yeast – yeast TOR pathway CIT2-GFP modulation. GFP response vs DMSO, % at 10 µM. S. cerevisiae CIT2-GFP strain, flow cytometry, 3 h; 100 means same as DMSO wells. AID 2029. hit rate 0.065% among 320,000;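 active = GFP response relative to DMSO above a set limit, near the screen mean plus 3 SD, cut at about 150% in these data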;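 also: ratio of well median GFP fluorescence to mean of DMSO wells on the plate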
RPL19A TOR yeast – yeast TOR pathway RPL19A-GFP modulation. S. cerevisiae RPL19A-GFP strain, flow cytometry, 3 h; hits give low values. percent response vs DMSO, % at 10 µM. hit rate 0.3% among 330,000;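 active = percent response vs DMSO below 50%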;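 also: median channel GFP fluorescence of the barcoded RPL19A-GFP strain; ratio of sample median GFP to plate DMSO average so 100% = DMSO; lower means less RPL19A-GFP as with rapamycin TOR inhibition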
LAP4 TOR yeast – yeast TOR pathway LAP4-GFP modulation; S. cerevisiae LAP4-GFP multiplex, flow cytometry GFP, 3 h; median GFP as percent of DMSO wells; GFP response vs DMSO, % at 10 µM; hit rate 0.34% among 320,000; AID 2023;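 active = GFP response vs DMSO above a set limit, about the screen mean plus 3 SD, cut at about 150% in these data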
VLA-4 inh – inhibition in a human VLA-4 binding assay; hit rate 0.2% among 330,000; AID 2557; inhibition, % (about 7 µM as worked out from the volumes in the protocol); P13612; VLA-4 expressing cells, ligand binding flow cytometry; in the data active = inhibition above about 50%
GRK2 aptamer HTS – human GRK2 inhibition via aptamer displacement; bead flow cytometry, FAM-aptamer displacement from GRK2; inhibition of aptamer binding, % at 10 µM; hit rate 0.59% among 330,000;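 active = inhibition of aptamer binding above 40%, roughly 3 SD of noise, on plates passing a quality check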;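 also: median bead fluorescence of bound FAM aptamer so fluorescent compounds give negative values; no value below 0 was filed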
Target sequence (P25098 whole entry, looked up): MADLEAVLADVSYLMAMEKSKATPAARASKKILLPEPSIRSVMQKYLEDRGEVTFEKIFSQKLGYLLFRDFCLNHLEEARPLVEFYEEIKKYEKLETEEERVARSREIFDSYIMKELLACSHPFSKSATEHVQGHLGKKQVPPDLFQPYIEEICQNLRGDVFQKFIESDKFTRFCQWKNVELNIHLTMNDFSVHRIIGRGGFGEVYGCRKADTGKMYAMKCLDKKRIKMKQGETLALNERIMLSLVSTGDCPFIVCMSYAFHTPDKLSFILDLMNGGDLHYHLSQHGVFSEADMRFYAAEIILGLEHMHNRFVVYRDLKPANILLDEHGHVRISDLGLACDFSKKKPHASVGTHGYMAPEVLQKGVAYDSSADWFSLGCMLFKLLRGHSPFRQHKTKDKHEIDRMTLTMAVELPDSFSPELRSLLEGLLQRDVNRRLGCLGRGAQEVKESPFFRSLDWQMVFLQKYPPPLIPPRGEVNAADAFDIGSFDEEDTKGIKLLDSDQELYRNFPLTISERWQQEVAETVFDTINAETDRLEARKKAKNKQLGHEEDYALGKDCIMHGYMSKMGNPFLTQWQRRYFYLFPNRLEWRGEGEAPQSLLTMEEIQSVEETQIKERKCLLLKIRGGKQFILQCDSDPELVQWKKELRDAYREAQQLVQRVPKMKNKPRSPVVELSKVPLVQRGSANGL
AGP1-GFP MLPCN – yeast TOR pathway AGP1-GFP modulation; S. cerevisiae AGP1-GFP multiplex flow cytometry, 3 h; GFP as percent of DMSO wells; hit rate 0.02% among 320,000; GFP response vs DMSO, % at 10 µM;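 active = GFP response relative to DMSO above a set limit, near screen average plus 3 SD, cut at about 150% in these data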;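 also: median GFP channel fluorescence of the gated AGP1 strain per well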
GASC-1 inh – human JMJD2C demethylase inhibition. Q9H3R0. GST-JMJD2C(1-420) H3K9me3 demethylation, DELFIA europium. inhibition, % at 2.35 µM. hit rate 0.069% among 330,000;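 active = more than half of a compound's replicate wells show inhibition beyond 50%, single wells judged on their own value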;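 also: signal counts dimethyl H3K9 product captured on neutravidin plate; 0% = median of DMSO wells and 100% = 0.3 times that DMSO median; strong numbers were not always called active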
MEP2 TOR yeast – modulators of TOR pathway MEP2-GFP in S. cerevisiae; S. cerevisiae MEP2-GFP strain, flow cytometry GFP, 3 h; 100% = DMSO control level; GFP response vs DMSO, % at 10 µM; hit rate 0.51% among 330,000;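 active = GFP response versus DMSO above a set limit, roughly screen mean plus 3 SD, cut at about 180% in these data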;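 also: median GFP fluorescence of the barcode-gated MEP2-GFP cells per well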
Active calls of the source: *. Only part of the results is shown, so the mix of outcomes need not match the whole.

SMILES	CIT2 TOR yeast	RPL19A TOR yeast	LAP4 TOR yeast	VLA-4 inh	GRK2 aptamer HTS	AGP1-GFP MLPCN	GASC-1 inh	MEP2 TOR yeast
O=C(CCN1CCN(CCO)CC1)N1c2ccccc2Sc2ccc(C(F)(F)F)cc21	98.4	99.3	103.5	-1.0	0.0	92.7	-2.5	91.3
